Screening data: PubChem BioAssay, National Center for Advancing Translational Sciences (NCATS)
GALK inhibitor = blocks human galactokinase activity; P51570; Potency, µM (series often up to 57.5 µM), for the others: top-dose activity change, negative = inhibition, hits mostly inhibitors; 270,000 tested, 0.007% active; Purified GALK, Kinase-Glo residual ATP luminescence; further: potency means the concentration at half of the fitted maximal effect; on the % scale 0 is the no-effect control and ±100 the full control effect
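Kinase-Glo Plus luminescence measured ATP left after a 1 h room-temperature reaction. The reaction used 5 nM GALK, 100 uM galactose and 35 uM ATP at pH 8.0 (20 mM HEPES, 5 mM MgCl2, 60 mM NaCl, 1 mM DTT, 0.01% BSA).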
TRPV1 agonist = human TRPV1 agonism. AID 540275. 320,000 tested, 0.19% active. Q8NER1. activation, % at 8.33 µM. TRPV1-expressing cells, Fluo-8 calcium influx, agonist mode; in the data active means activation above about 80%; inconclusive means between about 30% and that limit; further: 0% is about no effect
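Fluo-8 calcium influx in TRPV1-expressing cells, kinetic read (ex 480/em 520 nm). Compound added and read 3 min for agonist activity, followed by capsaicin at EC20 final and 2 min further read for enhancement.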
MLL CXXC-DNA inh = MLL CXXC-DNA interaction inhibition. Q03164. MLL-CXXC / FITC-HOXA9 DNA fluorescence polarization. Potency, µM (top dose mostly 115 µM), for the others: top-dose activity change, negative = inhibition, most hits filed as inhibitors. 290,000 tested, 0.037% active; active means well fitted inhibition curve with a large enough effect in the polarisation, with a control signal flat, not every such curve was filed as active; inconclusive means small, poorly fitted or top-dose-only effect, or effect the other way, or a change in a side signal; inactive means no such curve, though single readings can be large or run the other way; the % refers to the polarisation; further: potency means the concentration at half of the fitted maximal effect
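Fluorescence polarization: 7 uM MLL-CXXC (stock) preincubated 5 min with compounds, then 50 nM fluorescein-HOX-A9 DNA (stock) added; 30 min ambient. Buffer 50 mM Tris-HCl pH 7.5, 50 mM NaCl, 1 mM DTT, 0.05% BSA.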
PKM2 act = increases activity of human pyruvate kinase M2; P14618; Potency, µM (top dose mostly 57.5 µM), inactives show at the top dose activation, usual class: activators; 260,000 tested, 0.34% active; purified PKM2, Kinase-Glo ATP luminescence, activation; response scale: 0% is enzyme alone, no compound; further: potency means the concentration at half of the fitted maximal effect; on the % scale 0 is the no-effect control and ±100 the full control effect; nearly all actives have a fitted effect of over 55% in size
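Purified hPK-M2 (>95% pure) converted ADP (0.1 mM final) to ATP with 0.5 mM PEP in 50 mM imidazole pH7.2, KCl, MgCl2, Tween 20, BSA; 1 h at room temperature. ATP detected by Kinase-Glo luminescence.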
Coupling enz = coupling enzyme interference in Giardia aldolase counter-screen. 290,000 tested, 0.67% active. coupling enzyme system counterscreen, AmpLite Red fluorescence. activity change, negative = inhibition, % at 58.2 µM, hits read low; in the data active means activity change below about -30%; further: on the % scale 0 is the no-effect control and ±100 the full control effect
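Fluorescence at 525 nm excitation and 598 nm emission measured inhibition of the coupled detection system without aldolase. Compounds (at 57.5 uM final) were preincubated 10 min at room temperature with coupling enzyme reagent before a 20 min substrate/AmpLite Red step.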
hERG WT inh = inhibitors of human wildtype KCNH2 potassium channel. Q12809. U2OS, BacMam KCNH2, thallium flux FluxOr; active compounds read low. activity change, % at 1.84 µM. 340,000 tested, 0.37% active;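 active means maximum activity change below -70%; inconclusive means maximum activity change between -70% and -50%; inactive means maximum activity change above -50%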; further: on the % scale 0 is the no-effect control and ±100 the full control effect
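U2OS cells were transduced with wild-type KCNH2 virus (2.03 x 10^8 / mL) for 4 h at room temperature, then cultured overnight at 37 C. Thallium flux was read with FluxOr dye. Rate constants were normalized to DMSO controls.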
KCNH2 3.1 inh = blocks the human KCNH2 3.1 channel isoform. U2OS KCNH2 3.1, thallium flux FluxOr; active compounds read low. activity change, % (tested at about 1.8 µM). 340,000 tested, 0.95% active;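 active means maximum activity change below -70%; inconclusive means maximum activity change from -70% to -50%; inactive means maximum activity change above -50%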;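 further: thallium influx rate constant from kinetic fluorescence after stimulation buffer; on the % scale 0 is the no-effect control and ±100 the full control effect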
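U2OS cells transduced with KCNH2 3.1 mutant virus (1.77 x 10^8 /mL, 4 h), plated overnight at 37 C, loaded 45 min with FluxOr dye plus Red40 quencher. Thallium flux rate constant from kinetic reads after stimulation buffer, normalised to controls.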
B2AR arrestin = recruits beta-arrestin to the human beta2-adrenergic receptor; P07550; beta-arrestin recruitment to beta2AR, cell-based reporter; Potency, µM (doses to about 46.1 µM), inactives show top-dose activation, most hits filed as activators; 330,000 tested, 0.02% active;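 further: potency means the concentration at half of the fitted maximal effect; 0% = DMSO controls and full agonism = EC100 isoproterenol or metaproterenol; nearly all actives have a fitted effect of over 65% in size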
Target sequence (P07550 whole entry, looked up): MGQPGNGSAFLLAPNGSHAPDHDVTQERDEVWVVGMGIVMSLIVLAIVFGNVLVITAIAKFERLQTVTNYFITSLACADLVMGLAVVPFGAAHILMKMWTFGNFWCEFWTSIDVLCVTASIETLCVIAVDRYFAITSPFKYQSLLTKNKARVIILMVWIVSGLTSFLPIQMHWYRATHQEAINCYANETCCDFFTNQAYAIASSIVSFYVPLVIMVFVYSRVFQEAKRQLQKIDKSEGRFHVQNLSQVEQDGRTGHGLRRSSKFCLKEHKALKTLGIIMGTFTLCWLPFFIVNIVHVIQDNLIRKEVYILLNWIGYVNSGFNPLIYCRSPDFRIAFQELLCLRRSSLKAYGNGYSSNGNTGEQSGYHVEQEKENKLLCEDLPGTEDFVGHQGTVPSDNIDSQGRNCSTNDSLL
Menin-MLL TR inh = menin-MLL binding inhibition, Texas Red mutant peptide. O00255. Menin + Texas Red MLL mutant peptide, fluorescence polarization. Potency, µM (titrated, usually from 61.6 µM), for inactives: at the top dose FP activity change, negative = inhibition, actives largely listed as inhibitors. 270,000 tested, 0.23% active. AID 1768; active means well fitted inhibition curve with a large enough effect in the polarisation, with a control signal flat, not every such curve was filed as active; inconclusive means small, poorly fitted or top-dose-only effect, or effect the other way, or a change in a side signal; inactive means no such curve, though single readings can be large or run the other way; the % refers to the polarisation; further: potency means the concentration at half of the fitted maximal effect; % of control where 0% means no effect; many of its hits are not listed in these tables
USP2a inh = blocks human ubiquitin-specific protease USP2a. O75604. USP2 core, Ub-CHOP2 coupled fluorogenic reporter, 485/531. Potency, µM (titrated, usually from 38.3 µM), for inactives: at the highest dose activity change, negative = inhibition, actives largely listed as inhibitors. 330,000 tested, 0.01% active. AID 463254;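 further: potency means the concentration at half of the fitted maximal effect; plate controls were DMSO wells for no effect and full inhibition by NEM control for full effect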
Target sequence (O75604 whole entry, looked up): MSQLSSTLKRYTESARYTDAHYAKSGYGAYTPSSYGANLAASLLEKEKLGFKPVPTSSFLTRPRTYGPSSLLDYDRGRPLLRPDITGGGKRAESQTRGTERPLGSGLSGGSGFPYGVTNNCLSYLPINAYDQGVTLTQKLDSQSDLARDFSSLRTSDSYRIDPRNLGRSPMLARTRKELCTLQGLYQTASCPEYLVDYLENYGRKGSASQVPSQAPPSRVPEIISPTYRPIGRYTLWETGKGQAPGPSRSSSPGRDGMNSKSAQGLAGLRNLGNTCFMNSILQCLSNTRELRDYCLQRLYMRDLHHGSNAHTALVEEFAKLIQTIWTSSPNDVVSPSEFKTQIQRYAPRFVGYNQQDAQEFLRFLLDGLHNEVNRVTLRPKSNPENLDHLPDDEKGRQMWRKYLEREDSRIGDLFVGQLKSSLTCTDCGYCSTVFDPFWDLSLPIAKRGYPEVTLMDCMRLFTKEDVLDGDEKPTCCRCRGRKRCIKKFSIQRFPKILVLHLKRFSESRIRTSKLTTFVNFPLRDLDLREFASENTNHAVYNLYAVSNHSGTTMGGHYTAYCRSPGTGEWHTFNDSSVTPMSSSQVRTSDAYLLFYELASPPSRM
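Cell-free coupled assay: 10nM USP2 core preincubated 30min RT with compound in Tris-HCl pH 8.0/CaCl2/CHAPS buffer, then 25nM Ub-CHOP2 and 25nM reporter substrate; fluorescence (Ex 485/Em 531) read after 60min RT, normalized to NEM inhibition, concentration-response curves fitted.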
Giardia killer = kills Giardia lamblia; 340,000 tested, 0.15% active; activity change, % at 7.66 µM, hits read low; Giardia lamblia trophozoite viability; AID 540267; in the data active means activity change below about -80%; inconclusive means between about -30% and that limit;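 further: parasites exposed to compound for two days anaerobically before the ATP read; on the % scale 0 is the no-effect control and ±100 the full control effect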
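Killing of trophozoites was scored by loss of ATP luminescence after a 48 hrs anaerobic exposure to compounds at 37 deg C, using 100 cells per well.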
Active calls of the source: *; i = inactive; ? = inconclusive; nt = no result given; & = joins results of further samples; [ ] = dose if it differs, or a comment. Unless noted, the call rests on the fitted dose curve; in most records, active means well fitted curve in the direction sought with a large enough effect; inconclusive means small, poorly fitted or top-dose-only effect, or another doubt; inactive means no such curve, though single readings can be large; an effect the other way counts as inactive or inconclusive.

SMILES	GALK inhibitor	TRPV1 agonist	MLL CXXC-DNA inh	PKM2 act	Coupling enz	hERG WT inh	KCNH2 3.1 inh	B2AR arrestin	Menin-MLL TR inh	USP2a inh	Giardia killer
COc1ccc(N2CCOCC2)c(NC(=O)COc2cccc(C)c2C)c1	-3.9%	0.4	9.0%	4.3%	nt	11.4	-11.2	-0.3%	nt	0.6%	5.4
O=C(NCc1ccco1)c1ccc(NS(=O)(=O)c2cccc(F)c2)cc1	6.0%	-3.6	-6.0%	?	1.4	7.0	-6.3	-1.0%	?	2.4%	-25.0
COC(=O)[C@]1(CC(C)C)N[C@H](c2ccc(-c3ccc4c(c3)OCO4)cc2)[C@@H]2C(=O)N(C)C(=O)[C@@H]21	nt	-4.8	nt	nt	nt	-3.8	4.1	0.0%	nt	-1.9%	-8.8
O=C(NCCC1CCCCN1S(=O)(=O)c1cccs1)C(=O)NCc1ccccc1 (stereo not given)	nt	28.4	nt	nt	nt	1.7	11.8	-0.4%	nt	1.9%	-9.3
O=C(NN1CCOCC1)c1cc(S(=O)(=O)Nc2cccc(C(F)(F)F)c2)ccc1Cl	0.5%	-0.4	-0.3%	16.0%	4.2	1.3	5.2	-1.7%	29.2%	4.9%	1.0
C=CCC[C@@H](Cc1ccc(F)cc1)C(=O)O[C@H](CNC(=O)[C@@H](CC=C)CC(=O)N[C@H](CO)Cc1ccccc1)c1ccccc1	nt	nt	nt	nt	nt	0.0	0.8	0.0%	nt	-3.2%	-11.0
COc1cccc(N/C(N)=N/c2nc(C)cc(=O)[nH]2)c1	3.5%	0.2	-6.7%	1.5%	1.8	2.1	-25.5	-0.1%	8.8%	-0.8%	-0.4
CCOC(=O)N1CCN(C(=O)CSc2nnc(-c3cc(OC)ccc3OC)o2)CC1	-0.1%	-2.8	-4.1%	-3.6%	-0.8	2.9	-1.7	0.5%	8.8%	3.5%	-24.1
COc1cccc(N2CCN(CC(=O)NC(=O)NCc3ccco3)CC2)c1	0.1%	-1.2	-15.7%	20.2%	0.1	-7.4	3.2	0.0%	?	3.1%	8.3
COc1cccc(NS(=O)(=O)c2ccc3c(c2)CC(=O)N3)c1	nt	-0.2	nt	nt	nt	-8.2	6.8	-0.7%	nt	0.9%	-4.9
O=C(N/N=C/c1ccc(OC(F)F)cc1OC(F)F)c1cccc(S(=O)(=O)N2CCOCC2)c1	4.7%	0.3	-1.0%	0.5%	-5.1	13.3	-3.4	0.4%	5.4%	0.7%	-5.2
Cc1ccc(OCC(=O)Nc2ccc3c(c2)nc(CCN2CCCCC2)n3C)cc1	-0.3%	-5.9	2.5%	nt	0.2	26.9	?	-0.7%	4.9%	-3.0%	-21.4
COCC(=O)NCc1ccc2c(c1)cc(C)n2C	nt	1.0	-7.8%	-7.7%	-5.9	-1.4	12.9	-0.3%	-19.2%	0.8%	16.3
COc1ccc(S(=O)(=O)NC2CC(C)(C)NC(C)(C)C2)cc1	-4.0%	3.1	1.4%	nt	nt	-1.4	14.7	-0.1%	nt	-0.1%	34.2[activator]
O=C(CSc1nnc(COc2ccccc2)n1Cc1ccco1)c1ccc(F)cc1	5.9%	1.1	-1.1%	11.3%	-0.7	22.0	-28.4	0.6%	-0.5%	-10.3%	17.1
CCOC(=O)C1=C(C)NC2=C(C1c1ccc([N+](=O)[O-])cc1)S(=O)(=O)c1ccccc12 (stereo not given)	1.3%	1.3	3.0%	-4.2%	-6.2	13.0	-15.9	0.0%	?	1.8%	5.0
Cc1ccc(OCC(=O)c2c(O)c3ccccc3oc2=O)cc1C	1.2%	-2.3	-1.6%	-1.3%	3.4	1.1	4.1	-0.5%	19.2%	-1.8%	10.4
CCSc1nnc(NS(=O)(=O)c2ccc(C)cc2)s1	0.1%	-5.8	0.5%	0.4%	5.6	-0.2	-8.1	-0.2%	2.8%	0.9%	-12.2
COc1cc2c(cc1OC)C(c1cccc(Cl)c1)CC(=O)N2 (stereo not given)	-3.0%	3.0	-3.9%	3.3%[11.5 µM]	6.0	8.0	8.3	-0.8%	-1.2%	3.0%	-13.1
COC(=O)Cn1c2ccc(OC)cc2c2nc(C)sc21	1.0%	nt	-0.3%	-3.7%	-12.9	5.8	0.3	-0.9%	nt	2.2%	45.0[activator]
COc1cccc(C(=O)Nc2cc(S(=O)(=O)N3CCCCC3)ccc2OC)c1	1.6%	9.7	-0.3%	-28.1%	1.9	-0.2	-7.5	-0.3%	-10.7%	1.7%	10.8
Cc1ccc(OC(C)C(=O)O)cc1C (stereo not given)	1.8%	4.5	-6.3%	-2.1%	3.0	23.0	10.2	-0.8%	0.9%	-2.7%	11.8
c1ccc(C2=Nn3c(nnc3-c3cc(-c4ccccc4)n[nH]3)SC2)cc1	-7.6%	9.9	13.2%	4.0%	-0.9	9.6	-10.5	0.3%	-0.6%	-0.1%	-3.0
O=C(c1ccc(Br)o1)N(Cc1ccccc1)Cc1ccccc1	nt	23.2	0.1%	-0.1%	9.0&8.7	-13.4	10.5	0.2%	?	4.8%	-21.4

One compound at a time (already shown):
CCSc1nnc(NS(=O)(=O)c2ccc(C)cc2)s1 in the list: GALK inhibitor: 0.1%; TRPV1 agonist: -5.8; MLL CXXC-DNA inh: 0.5%; PKM2 act: 0.4%; Coupling enz: 5.6; hERG WT inh: -0.2; KCNH2 3.1 inh: -8.1; B2AR arrestin: -0.2%; Menin-MLL TR inh: 2.8%; USP2a inh: 0.9%; Giardia killer: -12.2
COCC(=O)NCc1ccc2c(c1)cc(C)n2C in the list: GALK inhibitor: nt; TRPV1 agonist: 1.0; MLL CXXC-DNA inh: -7.8%; PKM2 act: -7.7%; Coupling enz: -5.9; hERG WT inh: -1.4; KCNH2 3.1 inh: 12.9; B2AR arrestin: -0.3%; Menin-MLL TR inh: -19.2%; USP2a inh: 0.8%; Giardia killer: 16.3

(continued)
SMILES	GALK inhibitor	TRPV1 agonist	MLL CXXC-DNA inh	PKM2 act	Coupling enz	hERG WT inh	KCNH2 3.1 inh	B2AR arrestin	Menin-MLL TR inh	USP2a inh	Giardia killer
CC(C)CNC(=O)COC(=O)c1ccccc1OCC(=O)Nc1ccc(Br)cc1	-1.5%	12.8	6.7%	-19.5%	1.4	4.4	-6.2	-0.3%	5.1%	3.2%	8.7
Cn1c(Cl)c(C(=O)Nc2ccc(Cl)cc2)c2ccccc21	-3.6%	1.1	15.5%	1.2%	-2.6	-11.4	-33.1	0.6%	?	-0.3%	-13.7
CCN(C(=O)COC(=O)/C=C/c1ccc(F)cc1)C1CCCCC1	nt	nt	nt	nt	nt	-2.3	-9.5	-0.3%	nt	-2.1%	-3.5
O=C(CCCc1cccs1)Nc1nc(-c2ccc(F)cc2)cs1	0.1%	?	15.4%	1.5%	1.1	i	-19.6	-0.6%	-19.9%	0.4%	24.4
Cn1c(Sc2ccc([N+](=O)[O-])cc2C(F)(F)F)nnc1-c1ccccc1	-1.4%	9.2	-0.4%	-1.2%	2.7	2.8	-4.4	-1.1%	-0.7%	0.3%	2.2
O=C(NCCN1CCOCC1)c1ccncc1	-4.0%	0.1	-1.2%	1.6%	0.8	6.1	20.0	-0.2%	-14.8%	4.4%	-2.8
CS(=O)(=O)c1ccc(C(=O)NCC2(N3CCOCC3)CCCCC2)cc1	nt	nt	nt	nt	nt	-1.5	-2.1	-0.7%	nt	1.0%	14.0
Cc1nc2ccccc2c2oc(C(=O)Nc3ccc(C(C)C)cc3)cc12	-2.1%	-7.0	8.9%	-7.1%	-3.2	5.9	15.1	0.2%	-12.1%	-2.0%	21.0
Cn1nccc1C(=O)N(CCN1CCCCC1)CC1CCCN(C2CCCC2)C1 (stereo not given)	1.8%	-1.3	-5.6%	2.7%	1.7	-2.9	nt	3.6%	-1.0%	2.1%	-0.9
O=C(O)c1cn(-c2ccccc2)nc1-c1ccc(F)cc1	-5.2%	1.0	5.0%	nt	-0.2	-8.5	18.6	-0.2%	25.3%	-0.6%	20.7
Cc1ccc(C)n1-c1ccc(C(=O)N2CCC(C(N)=O)CC2)cc1	0.1%	-2.9	14.3%	7.5%	0.4	-0.3	-4.0	0.4%	-0.7%	0.3%	-9.1
COc1ccccc1S(=O)(=O)Nc1ccc(S(=O)(=O)Nc2nccs2)cc1	nt	-0.1	nt	nt	nt	-4.0	2.0	0.6%	nt	0.8%	-7.8
Cc1ccc(C(=O)NC(C)c2ccc(-n3ccnc3)cc2)cc1 (stereo not given)	3.3%	?	-8.0%	-3.1%	2.9	2.3	-3.3	-0.5%	0.4%	-0.7%	6.2

These rows are one share of the data (hit frequency here may not be typical).
